Gal4-VP16 FLuc = counter-screen for ROR gamma inhibitors: Gal4-VP16 reporter; Drosophila S2 Gal4-VP16 UAS-luciferase, luminescence, 20 h; actives 3.5% (n = 310,000); Potency, µM (titrated, usually from 53.6 µM), inactives show at the highest dose activity, negative = inhibition, usual class: inhibitors; AID 2546;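 also: Gal4-VP16 expression switched on by copper sulfate through the metallothionein promoter; nearly all actives have a fitted effect of over 50% in size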
RORgamma inh = ROR gamma (mouse) transcription inhibition. Drosophila S2 Gal4-RORgamma UAS-luciferase reporter, 20 h. Potency, µM (series often up to 53.6 µM), for inactives: top-dose activity change, negative = inhibition, usual class: inhibitors. actives 5.4% (n = 310,000). AID 2551; also: nearly all actives have a fitted effect of over 60% in size
Target sequence (P51450 whole entry, looked up, the tested form may be a part): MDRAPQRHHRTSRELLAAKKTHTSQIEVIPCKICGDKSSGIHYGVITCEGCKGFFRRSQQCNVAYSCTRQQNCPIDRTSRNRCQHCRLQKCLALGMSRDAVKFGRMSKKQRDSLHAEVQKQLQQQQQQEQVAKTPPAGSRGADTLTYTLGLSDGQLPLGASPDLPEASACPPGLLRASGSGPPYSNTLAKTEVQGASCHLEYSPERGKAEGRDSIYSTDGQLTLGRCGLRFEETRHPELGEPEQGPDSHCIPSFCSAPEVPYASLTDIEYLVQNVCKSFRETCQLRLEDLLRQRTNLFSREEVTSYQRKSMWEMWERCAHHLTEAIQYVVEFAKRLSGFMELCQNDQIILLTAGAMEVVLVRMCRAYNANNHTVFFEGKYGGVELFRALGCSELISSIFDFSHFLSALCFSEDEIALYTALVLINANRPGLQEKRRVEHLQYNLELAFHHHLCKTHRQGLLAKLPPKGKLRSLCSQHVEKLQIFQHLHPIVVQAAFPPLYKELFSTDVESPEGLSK
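Stably transfected Drosophila Schneider cells are the test system, with ROR gamma fused to Gal4 and luciferase under UAS control; luminescence is read after 20 hr of 700 uM copper sulfate induction at ambient temperature.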
* = called active by the depositor; ? = inconclusive; & = joins results of further samples; [ ] = remark or other dose. Calls follow the shape of the dose curve; as a rule, active = well fitted curve in the direction sought with a large enough effect; inconclusive = small, poorly fitted or top-dose-only effect, or another doubt; inactive = no such curve, though single readings can be large; an effect the other way counts as inactive or inconclusive. % is scaled to controls: 0 for no effect and ±100 for the full control effect; potency is read from the fitted curve at half-maximal effect.

SMILES | Gal4-VP16 FLuc | RORgamma inh
CC(=O)NCc1c(I)c(NC(C)=O)c(I)c(C(=O)O)c1I | 0% | -19%
O=C1/C(=C\c2ccc(O)c(O)c2)Oc2cc(O)ccc21 | ? | -23%
O=c1c(CCc2ccccc2)nc2cnc(N3CCOCC3)nc2n1C[C@H]1CCCO1 | -14% | 27%
C/C(Cl)=C/CCl | -4% | 8%
COc1ccc(Oc2ncc3nc(-c4ccc(F)cc4)c(=O)n(C)c3n2)cc1 | -8% | 24%
CC[C@]1(O)C[C@@H]2CN(CCc3c([nH]c4ccccc34)[C@](C(=O)OC)(c3cc4c(cc3OC)N(C=O)[C@H]3[C@@](O)(C(=O)OC)[C@H](C(=O)OC)[C@@]5(CC)C=CCN6CC[C@]43[C@H]65)C2)C1 | 4% | 43%
O=C1C[C@@H](O)[C@@H](O)[C@H]2[C@@H]3C(=O)N(C4CCCCC4)C(=O)[C@@H]3CC[C@H]12 | -2%&7%&13%[10 µM] | 0%&5%&-14%[10 µM]
CCCCCCCCCCCCC(O)C(=O)O (stereo unspecified) | -8% | 10%
CC[C@@](N)(C(=O)O)c1ccc(C(=O)O)cc1 | 5% | 1%
CCCC[C@H](CC)CN=C(N)NC(N)=NCCCCCCN=C(N)NC(N)=NC[C@@H](CC)CCCC | -24%[17 µM] | ?
COC(=O)C(O)C1C(C)(C)C(OC(C)=O)C2CC3=C4CC(=O)OC(c5ccoc5)[C@]4(C)CCC3[C@@]1(C)C2=O (stereo partly specified) | 4% | 13µM*
Nc1nc(Cl)nc2c1ncn2[C@@H]1O[C@H](CO)[C@H](O)C1F (stereo partly specified) | ? | -11%[10 µM]
COc1ccc(-c2nc3cnc(N4CCOCC4)nc3n(C3CC3)c2=O)cc1 | 6% | -17%
COc1ccc(OC)c(C2=Nn3c(nnc3-c3ccccc3OC)SC2)c1 | -7% | -35%
Nc1nc(-c2ccc(Cl)c(Cl)c2)c(-c2ccncc2)s1 | 13% | ?
C/C(CCC(=O)OC[C@@H]1O[C@H](C#Cc2ccccc2)C=C[C@@H]1Oc1ccc(C)cc1)=N/OC[C@@H](O)[C@H]1O[C@H]2OC(C)(C)O[C@H]2[C@@H]1O | -7%[10 µM] | -2%[10 µM]
O=C(c1csnn1)N1CCC2(CCCN(c3ccccc3)C2)CC1 | ? | 3%
CC(C)C[C@H](NC(=O)[C@H](Cc1ccccc1)NC(=O)CNC(=O)[C@H](CCC(=O)O)NC(=O)[C@H](CCCNC(=N)N)NC(=O)[C@H](C)NC(=O)[C@H](C)NC(=O)[C@@H](N)CC(=O)O)C(=O)N[C@@H](CC(=O)O)C(=O)N[C@H](C(=O)N[C@@H](CC(C)C)C(=O)N[C@H](C(=O)N[C@H](C(=O)N[C@@H](CC(C)C)C(=O)N[C@@H](Cc1cnc[nH]1)C(=O)N[C@@H](CCCNC(=N)N)C(=O)N[C@@H](C)C(=O)NCC(=O)N[C@@H](C)C(=O)N[C@@H](CCCNC(=N)N)C(=O)O)C(C)C)C(C)C)[C@@H](C)O | 12% | 2%
C[C@](N)(C(=O)O)c1ccc(-c2nn[nH]n2)cc1 | 8% | 41%
CCCCCCCc1cc2c(cn1)=C(OC)C(C)(OC(C)=O)C(=O)C=2Cl (stereo unspecified) | 19% | 38%
O=Cc1ccc(Cl)cc1 | 5% | -5%
COc1ccc(OC)c(C2=Nn3c(nnc3-c3ccc(OC)c(OC)c3)SC2)c1 | 28% | -27%
CC/C=C\C/C=C\C/C=C\C/C=C\C/C=C\CCCC(=O)O | 1%&8% | -2%&9%
CC(=C(CCOP(=O)(O)O)SC(=O)c1ccccc1)N(C=O)Cc1cnc(C)nc1N | -7% | -11%
CCC(=O)OC1C(N(C)C)CC(C)O[C@H]1O[C@H]1[C@H](C)[C@@H](O[C@H]2CC(OC)[C@@H](O)C(C)O2)[C@H](C)C(=O)O[C@@H](CC)[C@](C)(O)[C@@H](O)[C@H](C)C(=O)[C@@H](C)C[C@]1(C)O (stereo partly specified) | -11% | 8%
Cc1nc2cnc(Oc3ccccc3)nc2n(CCc2ccccc2)c1=O | -19% | -3%
CCCCN1CCCC[C@H]1C(=O)Nc1c(C)cccc1C | -1% | 0%
Clc1ccccc1-c1nc(N2CCNCC2)c2ccccc2n1 | 0% | 3%
COC(C)=O | 5% | 5%
CN(C)c1ccc(-c2ccc3ncnc(N(C)C)c3c2)cc1 | -3% | ?
COc1ccc(C(=O)N2CCC[C@@]3(CCN(Cc4ccc(C#N)cc4)C3)C2)cc1 | 3% | 23%
O=C(/C=C/c1ccc2c(c1)OCO2)c1ccccc1 | 28% | ?
COc1ccc(C2/C=C\CN(S(=O)(=O)CC34CCC(CC3=O)C4(C)C)CC(=O)N2Cc2ccc(F)cc2)cc1 (stereo unspecified) | -1% | 22%
ONCc1ccccc1 | -1% | -3%
CCCCCCCCCCCC(=O)OCC(O)C1OCC(O)C1O (stereo unspecified) | 1% | 13%
CC(=O)NCCNc1ncnc2ccc(-c3ccoc3)cc12 | -3% | 18%
FC(F)(F)c1cccc(Cl)c1 | -8% | 18%
C[C@](N)(COP(=O)(O)O)C(=O)O | -16% | -15%
CC(=O)N1CC=CC1(CC(C)C)C(=O)NCc1ccccn1 (stereo unspecified) | 21% | -25%
NCCC[C@@H](CC(=O)N[C@@H]1CCCC[C@H]1C(=O)N[C@H](CC(=O)N[C@@H](CCC(=O)O)CC(=O)O)Cc1ccccc1)NC(=O)C[C@H](Cc1ccccc1)NC(=O)[C@@H]1CCCC[C@H]1N | -8% | -32%
CNC(=O)c1ccccc1 | 2% | 8%
c1cncc(CNc2ncncc2-c2cccnc2)c1 | -3% | 0%
COc1ccc(Oc2ncc3ncc(=O)n(C[C@H]4CCCO4)c3n2)cc1 | 5% | 2%
C=CCC1(C)OC=Cc2nc3cc(Cl)c(Cl)cc3nc21 (stereo unspecified) | -6%[10 µM] | 26%[10 µM]
CC[C@H](C)[C@H](NC(=O)[C@H](CO)NC(=O)[C@H](CC(N)=O)NC(=O)[C@H](CC(C)C)NC(=O)[C@H](Cc1ccc(O)cc1)NC(=O)[C@H](CCCCN)NC(=O)[C@H](CCCCN)NC(=O)[C@@H](NC(=O)[C@H](C)NC(=O)[C@H](CCSC)NC(=O)[C@H](CCC(N)=O)NC(=O)[C@H](CCCCN)NC(=O)[C@H](CCCNC(=N)N)NC(=O)[C@H](CC(C)C)NC(=O)[C@H](CCCNC(=N)N)NC(=O)[C@@H](NC(=O)[C@H](Cc1ccc(O)cc1)NC(=O)[C@H](CC(N)=O)NC(=O)[C@H](CC(=O)O)NC(=O)[C@@H](NC(=O)[C@H](Cc1ccccc1)NC(=O)[C@@H](NC(=O)[C@H](C)NC(=O)[C@H](CC(=O)O)NC(=O)[C@H](CO)NC(=O)[C@@H](N)Cc1cnc[nH]1)C(C)C)[C@@H](C)O)[C@@H](C)O)C(C)C)C(=O)N[C@@H](CC(C)C)C(=O)N[C@@H](CC(N)=O)C(N)=O | 5% | -3%
CCNc1ncc2nc(-c3ccc(F)cc3)c(=O)n(CCC#N)c2n1 | 15% | -3%
CC(C)C[C@@H](NC(=O)[C@H](Cc1ccccc1)NC(=O)c1cnccn1)B(O)O | ? | 0.0079µM*
CC(C)[C@@H](CC(=O)N[C@@H]1CCCC[C@H]1C(=O)N[C@H](CC(=O)N[C@@H](CCC(=O)O)CC(=O)O)Cc1c[nH]c2ccccc12)NC(=O)C[C@H](Cc1ccccc1)NC(=O)[C@@H]1CNCC[C@H]1N | -13% | -15%
O=c1cnc2cnc(Oc3cccc(Cl)c3)nc2n1CCc1ccccc1 | 4% | -1%
CCCCC#CC1C=CC(Oc2ccc(OC)cc2)C(CO)O1 (stereo unspecified) | -3%[10 µM] | -14%[10 µM]
Remaining list, next part:
SMILES | Gal4-VP16 FLuc | RORgamma inh
CN[C@@H]1[C@H](O[C@H]2[C@H](O[C@H]3[C@H](O)[C@@H](O)[C@H](N=C(N)N)[C@@H](O)[C@@H]3N=C(N)N)O[C@@H](C)[C@]2(O)C=O)O[C@@H](CO)[C@H](O)[C@H]1O | -9% | -2%
CN1CCN(c2ncc3nc(-c4cn(C)c5ccccc45)c(=O)n(-c4ccccc4)c3n2)CC1 | ? | ?
O=c1cc(-c2ccccc2Cl)oc2c([N+](=O)[O-])ccc(O)c12 | 5% | 13%
COc1ccc2[nH]cc(CCNc3ncncc3-c3ccoc3)c2c1 | 11µM* | -6%
C[C@@](N)(C(=O)O)c1ccc(S(=O)(=O)O)cc1 | -12% | 6%
CCCCCCCCCCCCC/C=C/[C@@H](O)[C@H](CO)NC(=O)CCCCCCCCCCCCCCC | -22% | -15%
COc1cc(/C=C\C(=O)N2CCC=CC2=O)cc(OC)c1OC | 5µM* | 5µM*
COc1ccccc1-c1cncnc1NCc1cnc(C)cn1 | 3% | 6%
COC(=O)C1=C(C)N(Cc2ccccc2)[C@]23O[C@](C(=O)OC)(C(=O)N2C1c1ccccc1)C1C(=O)N(c2ccccc2)C(=O)C13 (stereo partly specified) | 2%&-6%[10 µM] | -7%&3%[10 µM]
COC(=O)N1CCC[C@@]2(CCN(C(=O)Nc3ccccc3)C2)C1 | 2% | 11%
N#Cc1cccc(NC(=O)N2CC[C@@]3(CCCN(S(=O)(=O)c4ccccc4)C3)C2)c1 | -5% | -4%
O=C1C=C[C@@H](O)[C@H]2[C@@H]3C(=O)N(Cc4ccccc4)C(=O)[C@@H]3CC[C@H]12 | -3%[10 µM] | 2%[10 µM]
CCC/C=C(\CCC)C(NS(=O)(=O)c1cccs1)c1ccc(C(=O)OC)cc1 (stereo unspecified) | ? | 41%
COc1ccc2c(c1)C(=O)[C@H](OC(=O)Nc1ccc(C)c(Br)c1)[C@@H](c1ccc(OC)c(Br)c1)O2 | -2% | -2%
Cc1noc(C)c1-c1ccc2ncnc(NCc3ccc(C(F)(F)F)cc3)c2c1 | ? | 17%
C[C@]12CCC3c4ccc(O)cc4CCC3[C@@H]1CCC2=O (stereo partly specified) | 6%[17 µM] | -16%[16.9 µM]
c1cncc(CNc2ncncc2-c2ccc3c(c2)OCO3)c1 | 8% | 3%
CCCCCCCCCCCCOCC1CO1 (stereo unspecified) | -1% | -3%
N#Cc1ccc(CN2CC3(CCN(C(=O)c4csnn4)CC3)C2)cc1 | 5% | -7%
CC[C@H](C)N(C)C(=O)c1cc2ccccc2c(-c2ccccc2Cl)n1 | -1% | 34%
CC(=O)N1CC[C@H]2CC(=O)CC[C@@]21C | -1%[96.6 µM] | 12%[96.6 µM]
Cc1noc(C)c1C(=O)N1CCC2(CCCN(Cc3ccc(C#N)cc3)C2)CC1 | 4% | -4%
C[C@@H](C(=O)Nc1ccc2ccccc2c1)[C@@H]1C[C@@]1(C)[C@@H](NS(=O)(=O)c1ccc(-c2ccccc2)cc1)c1ccccc1 | 1% | -12%
CC(C)CN(C[C@@H](OP(=O)(O)O)[C@H](Cc1ccccc1)NC(=O)O[C@@H]1CCOC1)S(=O)(=O)c1ccc(N)cc1 | 3% | 24%
NC(C(=O)O)[C@@H]1CC(Cl)=NO1 (stereo partly specified) | -6% | -5%
N#CCCn1c(=O)c(-c2ccc(F)cc2)nc2cnc(N3CCNCC3)nc21 | -5% | 4%
CCNc1ncc2nc(C)c(=O)n(C)c2n1 | -3% | 3%
COc1ccc(NC(=O)N2CC3(CCN(C(=O)c4cc(C(F)(F)F)cc(C(F)(F)F)c4)CC3)C2)cc1 | -21% | -10%
CC#CCOC(=O)C1=CCCN(C)C1 | 0% | 15%
NCc1ccccc1CC(=O)N[C@@H]1C(=O)N2C(C(=O)O)=C(CSc3nnnn3CC(=O)O)CS[C@@H]12 | -1%[17 µM] | -10%[2.98 µM]
C=C1c2cccc(C(F)(F)F)c2O[C@H](C(=O)OCC)[C@@H]1CCCCCC | 6% | 3%
COCC(=O)Nc1cc(Sc2ccccc2)ccc1N=C(NC(=O)OC)NC(=O)OC | -9% | 30%
CCC/C=C(\CCC)C(NC(=O)OCC(C)C)c1ccccc1 (stereo unspecified) | -4% | 2%
COc1cccc(-c2cc(NCc3ccccc3OC)ncn2)c1 | 2% | 13%

An excerpt. The share of hits here may be higher or lower than overall.
